Screening results (PubChem BioAssay)
APP transl inh: APP translation inhibition | SH-SY5Y APP 5'UTR-luciferase reporter, luminescence | inhibition, % at 2 µM | 0.82% of 190,000 active;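 active = inhibition above a set limit, derived from the sample mean plus 3 SD, cut at about 45% in these data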; also: values of inactives mirror those of a sister screen read the other way
RAM network inh: inhibitors of the yeast RAM network; S. cerevisiae dse1pr::URA3 reporter, 5-FOA growth OD615, 2 d; analog-sensitive cbk1-as2 kinase mutant strain; inhibition, % at 50 µM; 1.8% of 190,000 active;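 active = inhibition above a set limit, 3 SD over mean compound inhibition, cut at about 8.4% in these data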;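 also: 0% = DMSO-only wells with no growth and 100% = 10 µM 1-NA-PP1 full growth; inhibition rescues growth on 5-FOA so higher OD means more RAM inhibition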
STAT3 activator: increases IL-6 driven STAT3 reporter signal; U3A cells, IL-6 STAT3-luciferase reporter, luminescence; 100% = signal with IL-6 EC80 alone; activation (% of control), % at 5.6 µM; 0.91% of 190,000 active; AID 871;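 active = activation above the screen-wide mean of compound activation plus 3 SD, cut at about 130% in these data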;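 also: 0% = background luminescence of wells with medium and substrate only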
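Assay system – human STAT1-deficient U3A cells with stable STAT3-luciferase reporter · Also added – IL-6 (33 ng/mL) · Schedule – compound 1 h, then IL-6 6 h at 37 °C · Technique – reporter luminescence signal · Evaluation – % activation versus median of IL-6-stimulated wells · Benchmarks – IL-6-only wells as 100% reference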
STAT1 activator: STAT1 signaling activation. 2.6% of 200,000 active. NIH 3T3 STAT1-luciferase reporter, IFN-gamma, luminescence; 100% = IFN-gamma alone, no compound. activation (% of control), % at 5.5 µM. AID 932;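 active = activation above the screen-wide mean activation plus 3 SD, cut at about 130% in these data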;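 also: raw ratio to IFN-gamma control signal so 100% means no change and 0% no light; values of inactives mirror those of a sister screen read the other way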
APP 5'UTR act: activates APP 5'UTR luciferase reporter; SH-SY5Y APP 5'UTR luciferase reporter, luminescence; zero percent = DMSO vehicle wells; activation, % at 2 µM; 1% of 190,000 active;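 active = activation above a set limit, based on mean plus 3 SD of controls, cut at about 140% in these data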; also: values of inactives mirror those of a sister screen read the other way
STAT1 blocker: inhibitors of IFN-gamma induced STAT1 signaling | NIH 3T3 STAT1-luciferase reporter, luminescence | inhibition, % at 5.5 µM | 0.35% of 200,000 active | AID 920;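 active = inhibition above a set limit, the mean inhibition across all tested compounds plus 3 SD, cut at about 34% in these data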;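 also: 0% = IFN-gamma with DMSO and 100% = IFN-gamma with 300 µM nifuroxazide; values of inactives mirror those of a sister screen read the other way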
STAT3 inh: reduces IL-6 driven STAT3 reporter signal | AID 862 | U3A cells, IL-6 STAT3-luciferase reporter, luminescence; host cell line lacks STAT1 | inhibition, % at 5.5 µM | 0.89% of 190,000 active;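 active = inhibition above the mean inhibition across all screened compounds plus 3 SD, cut at about 44% in these data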;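 also: 0% = DMSO only wells and 100% = 100 µM nifuroxazide control wells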
Hsp70 activator: transcriptional activators of Hsp70; activation, % at 10 µM; 0.04% of 200,000 active; HeLa Hsp70 promoter luciferase reporter, luminescence; scaled: vehicle 0, proteasome-inhibitor control 100%;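 active = activation above the mean across all tested compounds plus 3 SD, cutoff set per campaign, cut at about 5.5% in these data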;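 also: 100% = MG132 at 30 µM as the positive control and 0% = DMSO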
FLuc inh counter: Photinus pyralis luciferase inhibition counter-screen. P08659. ATPLite firefly luciferase biochemical luminescence, 10 min. inhibition, % at 10 µM. 1.5% of 200,000 active. AID 1006;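 active = inhibition above about 50% when tested at 10 µM, limit read from the data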
Target sequence (P08659 whole entry, looked up): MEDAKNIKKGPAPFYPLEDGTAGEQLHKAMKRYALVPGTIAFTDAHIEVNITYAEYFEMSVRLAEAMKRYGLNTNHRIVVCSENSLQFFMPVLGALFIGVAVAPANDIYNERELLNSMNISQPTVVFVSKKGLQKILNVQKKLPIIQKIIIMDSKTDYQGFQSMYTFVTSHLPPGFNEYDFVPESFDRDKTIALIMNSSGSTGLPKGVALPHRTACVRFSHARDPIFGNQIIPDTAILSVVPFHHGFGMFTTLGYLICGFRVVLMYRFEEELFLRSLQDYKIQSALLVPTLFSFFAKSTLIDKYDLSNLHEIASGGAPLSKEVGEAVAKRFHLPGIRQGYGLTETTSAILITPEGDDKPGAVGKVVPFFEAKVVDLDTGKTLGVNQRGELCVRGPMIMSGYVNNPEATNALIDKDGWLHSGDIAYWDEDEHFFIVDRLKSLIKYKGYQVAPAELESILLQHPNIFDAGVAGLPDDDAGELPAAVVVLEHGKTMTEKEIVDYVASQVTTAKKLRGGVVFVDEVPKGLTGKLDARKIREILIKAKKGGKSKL
NF-kB neuron act: NF-kB expression increase, human neuronal cells. NF-kB reporter expression; hits give high values. fold change at 12.5 µM. 1.6% of 190,000 active; in the data active = fold change above about 3.3
An asterisk follows results filed as active; x = no result given.

structure,APP transl inh,RAM network inh,STAT3 activator,STAT1 activator,APP 5'UTR act,STAT1 blocker,STAT3 inh,Hsp70 activator,FLuc inh counter,NF-kB neuron act
CC(C(=O)O)N1C(=O)c2cccc3cccc1c23 (stereo not drawn),-3,3.0,100,103,3,-3,5,0.0,-6,0.97
CCOc1ccc(-n2cccc2C=O)cc1,-15,-0.2,88,101,15,-1,12,-0.4,2,1.2
C[C@@H]1C=C(C(=O)NCc2ccccc2)O[C@H](OCc2ccc(CO)cc2)C1,0,0.8,x,94,0,7,x,-0.1,-2,1.1
CC[n+]1ccc(C)c2cc(S(=O)C(F)(F)F)ccc21 (stereo not drawn),-1,1.9,96,96,1,4,6,-0.1,-9,0.84
Cc1cc(C)cc(COn2ccnc2)c1,-11,0.1,107,101,11,2,-8,-0.3,-9,0.87
O=C(c1ccc2c(c1)OCCO2)N1CCCC(CNS(=O)(=O)c2cccs2)C1 (stereo not drawn),-7,1.0,97,100,7,-2,10,-0.1,-1,1.1
Cc1cccc(C)c1Nc1nnc(SCC(=O)NCc2ccco2)s1,3,0.7,105,103,-3,-4,-3,-0.3,-7,0.97
Fc1ccccc1-c1nc2ccccc2[nH]1,-100,0.8,88,134*,100,-39,16,-0.2,55*,3.1
COc1ccc(N(CC(=O)NC2CCCC2)C(=O)c2ccc(N3CCCCC3)nc2)cc1,-12,7.0,106,106,12,-7,-4,-0.6,-4,1
COc1ccc(/C=N/NC(=O)CSc2ccccc2)cc1OC,-5,0.7,108,98,5,2,-12,-0.3,13,1.2
COc1ccccc1CNC(=O)CCNC(=O)Cn1cnc2ccccc2c1=O,1,0.4,101,95,-1,5,2,-0.5,-5,1.5
COc1ccccc1N(C)S(=O)(=O)c1ccc(C(=O)OCC(=O)NCCC2=CCCCC2)cc1,-3,15*,106,106,3,-7,-10,-0.3,-3,0.93
CCOc1ccc2nc(NC(=O)CS(=O)(=O)c3ccc(C)cc3)sc2c1,0,3.4,112,105,0,-10,-15,-0.3,8,0.89
O=C(CN1CCOc2ccccc21)NCc1ccco1,-17,2.8,100,99,17,1,9,0.0,2,1.1
CCCCCNC(=O)C1CCC(Cn2c(=S)[nH]c3ccccc3c2=O)CC1 (stereo not drawn),5,2.5,107,97,-5,1,-1,-0.3,-5,1.3
CCCCn1nc2cc(C(=O)NC3CCc4ccccc43)ccc2c1OCC (stereo not drawn),1,1.0,111,99,-1,1,-7,0.1,-1,1.4
CCOC(=O)C1=NNC(C(=O)c2ccc(Cl)cc2)C1c1ccccc1 (stereo not drawn),-4,2.5,93,98,4,3,8,-0.1,-7,0.88
Cc1cc(C)cc(N(CC(=O)Nc2ccc(-c3nc4ccc(C)cc4s3)cc2)S(C)(=O)=O)c1,-58,6.6,94,142*,57,-46,2,-0.4,9,1.2
O=C1OC(Nc2nc3ccccc3s2)c2ccccc21 (stereo not drawn),-30,0.3,106,108,30,-9,1,-0.7,30,0.97
COc1cc(C2c3c([nH]c(=O)[nH]c3=O)Nc3ccc4ccccc4c32)ccc1O (stereo not drawn),-8,7.5,100,100,8,2,5,0.0,-6,1.1
Cc1ccc(/C=C2\SC(N)=NC2=O)s1,-12,3.8,96,105,12,-3,3,-0.3,17,1
O=C(CCc1nc2ccccc2c(=O)[nH]1)N1CCN(C/C=C/c2ccccc2)CC1,-3,0.4,91,90,3,11,15,-0.1,-4,0.98
CC(C)(C)C(=O)COC(=O)c1cccc(NC(=O)c2ccco2)c1,-16,1.2,101,113,16,-14,2,-0.1,-5,1.1
C/C(Cn1nnc2ccccc21)=N\OC(=O)c1ccccc1C,6,0.4,93,98,-6,2,11,-0.3,-6,0.97
CN1CCN(C(=O)c2ccc3c(=O)n(Cc4ccco4)c(=S)[nH]c3c2)CC1,-16,-0.2,100,93,16,8,6,-0.6,-7,1.2
Cn1c(SCC(=O)NCC2CCCO2)nnc1-c1cccc(NC(=O)c2ccccc2F)c1 (stereo not drawn),-2,0.5,95,101,2,-5,11,-0.2,-5,1.1
Cc1cc(F)ccc1S(=O)(=O)Nc1ccccc1C(=O)Nc1ncn[nH]1,13,2.6,98,89,-13,10,7,-0.3,-6,1.1
O=C(Nc1nc2ccccc2s1)c1ccc2c(c1)S(=O)(=O)c1ccccc1C2=O,5,1.6,140*,102,-5,-5,-38,0.0,-4,1
CCCNS(=O)(=O)c1ccc(NC(=O)c2ccccn2)cc1,-70,0.1,83,94,70,6,24,0.2,16,1.7
Cc1nc(N2CCCC2)c2ccsc2n1,-10,1.8,99,98,10,2,7,0.0,-3,0.87
Cn1c(NCc2cc(Br)ccc2O)nc2ccccc21,3,0.1,92,99,-3,1,17,-0.3,-2,0.94
COc1cc(CN2CCN(c3ccccc3F)CC2)c([N+](=O)[O-])cc1OC,-4,-0.8,100,104,4,-5,0,0.7,-4,1.1
CCc1ccc(-c2cc(C(=O)NCc3ccccn3)c3ccccc3n2)cc1,-39,0.9,117,108,39,-9,-17,-0.1,61*,0.85
Nc1nnc(-c2ccccc2[N+](=O)[O-])o1,-14,2.1,96,109,14,-12,8,0.0,-4,1
CCOC(=O)c1sc(/N=C/N(C)C)nc1C,-1,0.0,98,105,1,-5,0,-0.1,-4,1.2
CC(C)CC(=O)NCc1ccc(F)cc1,13,2.8,101,95,-13,6,3,0.1,-5,1
CCc1nnc(SCC(=O)NC2CCCC2)nc1CC,-2,1.3,100,99,1,2,-3,-0.1,-8,1
Cc1nc2ccccc2c(=O)n1/N=C/c1ccc(O)cc1O,-18,1.4,98,90,18,9,10,0.1,5,1
Cc1ccccc1OCCn1cnc2cc([N+](=O)[O-])ccc2c1=O,-16,6.4,110,90,16,7,-6,-0.1,-4,1.3
Cc1ccc(S(=O)(=O)Nc2c(C)nc3nc[nH]n3c2=O)c(C)c1,6,1.1,100,105,-6,-7,4,-0.1,-2,1.2
O=C(CCCN1C(=O)CSc2ncccc21)N1CCN(Cc2ccccc2)CC1,3,0.2,101,90,-3,12,-1,-0.3,-6,0.82
CCCNC1=C(N(C(C)=O)c2cccc(F)c2)C(=O)c2ccccc2C1=O,49*,1.5,68,94,-49,7,40,-0.5,-5,0.47
CC(/C=N/NC(=O)Cc1cccn1C)=C\c1ccccc1,-4,2.4,105,114,4,-12,-9,-0.3,25,1
CCC(=O)Nc1ccccc1C(=O)N1CCN(Cc2ccccc2)CC1,10,0.8,102,98,-10,2,3,-0.3,-3,0.93
CC1CCCCC1NC(=O)C(=O)NCC1CCCO1 (stereo not drawn),17,-0.5,103,101,-17,-1,0,-0.1,-5,1.5
Cc1ccc(N(CCC(=O)Nc2nnc(C3CC3)s2)S(=O)(=O)c2ccccc2)cc1,12,1.3,100,96,-12,4,-2,0.2,-2,1.2
CN1/C(=C\C(=S)Nc2ccccc2)C(C)(C)c2ccccc21,11,0.1,88,87,-11,12,17,-0.3,-7,0.9
NC(=O)N/N=C/c1ccc(OCc2cccc(Cl)c2)cc1,-5,4.2,100,103,5,-6,5,1.5,-3,1.1
Cc1nn(C(C)C(=O)Nc2ccc3c(c2)OCO3)c(C)c1[N+](=O)[O-] (stereo not drawn),-13,1.1,104,106,13,-9,1,-0.4,-3,1
CCCNC(=O)c1ccccc1NS(=O)(=O)c1ccc(OC)c(OC)c1,1,2.1,104,102,-1,-2,0,-0.2,-5,1.1
N#CC1=C(SCC(N)=O)NC(=O)CC1c1ccccc1Cl (stereo not drawn),-5,1.5,102,102,5,-2,7,0.2,-3,0.95
Cc1nc2ccccn2c1C(=O)CSc1cccc(Cl)c1,-36,-1.4,88,100,36,-1,16,0.0,2,0.69
CCOc1ccc(OCC)c(S(=O)(=O)NC2CC(C)(C)NC(C)(C)C2)c1,13,3.0,99,101,-13,-2,7,0.0,-6,0.99
O=c1c(C(c2ccc(O)cc2)c2c(O)nc3n(c2=O)CCS3)c(O)nc2n1CCS2,8,1.0,95,89,-8,12,10,-0.3,-4,1
Cc1ccc(Nc2nc3ccccc3s2)c(C)c1,-168,-1.2,78,182*,168*,-93,26,-0.2,66*,6.4*
Cc1cnc(-c2nnc(N(C)C(=O)C3CCCO3)s2)cn1 (stereo not drawn),-7,1.2,103,107,7,-8,-1,-0.1,2,1.4
Cc1nc2ccc(NC(=O)CCS(=O)(=O)c3ccc(Cl)cc3)cc2s1,16,5.8,83,82,-16,20,23,-0.2,0,0.91
CC1(C)CC(=O)C2=C(C1)N=C1SCCC(=O)N1C2c1ccc(C(F)(F)F)cc1 (stereo not drawn),-5,0.1,97,101,5,-1,9,-0.4,-2,0.88
O=C(N[C@@H](Cc1c[nH]c2ccccc12)C(=O)O)c1ccc(Cl)cc1,15,8.9*,99,106,-15,-5,3,-0.3,1,1.2

Structural class: the entries above with an NH in an aromatic ring (8)
structure,APP transl inh,RAM network inh,STAT3 activator,STAT1 activator,APP 5'UTR act,STAT1 blocker,STAT3 inh,Hsp70 activator,FLuc inh counter,NF-kB neuron act
Fc1ccccc1-c1nc2ccccc2[nH]1,-100,0.8,88,134*,100,-39,16,-0.2,55*,3.1
CCCCCNC(=O)C1CCC(Cn2c(=S)[nH]c3ccccc3c2=O)CC1 (stereo not drawn),5,2.5,107,97,-5,1,-1,-0.3,-5,1.3
COc1cc(C2c3c([nH]c(=O)[nH]c3=O)Nc3ccc4ccccc4c32)ccc1O (stereo not drawn),-8,7.5,100,100,8,2,5,0.0,-6,1.1
O=C(CCc1nc2ccccc2c(=O)[nH]1)N1CCN(C/C=C/c2ccccc2)CC1,-3,0.4,91,90,3,11,15,-0.1,-4,0.98
CN1CCN(C(=O)c2ccc3c(=O)n(Cc4ccco4)c(=S)[nH]c3c2)CC1,-16,-0.2,100,93,16,8,6,-0.6,-7,1.2
Cc1cc(F)ccc1S(=O)(=O)Nc1ccccc1C(=O)Nc1ncn[nH]1,13,2.6,98,89,-13,10,7,-0.3,-6,1.1
Cc1ccc(S(=O)(=O)Nc2c(C)nc3nc[nH]n3c2=O)c(C)c1,6,1.1,100,105,-6,-7,4,-0.1,-2,1.2
O=C(N[C@@H](Cc1c[nH]c2ccccc12)C(=O)O)c1ccc(Cl)cc1,15,8.9*,99,106,-15,-5,3,-0.3,1,1.2
